KCNH2 3.1 block = blocks the human KCNH2 3.1 channel isoform; 0.95% of 340,000 active; activity change, % (tested at about 1.8 µM); U2OS KCNH2 3.1, thallium flux FluxOr; active compounds read low; AID 720553;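 active means maximum activity change below -70%; inconclusive means maximum activity change from -70% to -50%; inactive means maximum activity change above -50%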;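 further: thallium influx rate constant from kinetic fluorescence after stimulation buffer; on the % scale 0 is the no-effect control and ±100 the full control effect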
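U2OS cells transduced with KCNH2 3.1 mutant virus (1.77 x 10^8 /mL, 4 h), plated overnight at 37 C, loaded 45 min with FluxOr dye plus Red40 quencher. Thallium flux rate constant from kinetic reads after stimulation buffer, normalised to controls.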
KCNH2 WT inh = inhibitors of human wildtype KCNH2 potassium channel | Q12809 | U2OS, BacMam KCNH2, thallium flux FluxOr; active compounds read low | activity change, % at 1.84 µM | 0.37% of 340,000 active;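 active means maximum activity change below -70%; inconclusive means maximum activity change between -70% and -50%; inactive means maximum activity change above -50%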; further: on the % scale 0 is the no-effect control and ±100 the full control effect
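U2OS cells were transduced with wild-type KCNH2 virus (2.03 x 10^8 / mL) for 4 h at room temperature, then cultured overnight at 37 C. Thallium flux was read with FluxOr dye. Rate constants were normalized to DMSO controls.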
MBNL1 CUG block = blocks human MBNL1 binding to CUG repeat RNA. Q9NR56. TR-FRET MBNL1-His/biotin-(CUG)12 binding, 665/545 ratio. Potency, µM (top dose mostly 57.5 µM), inactives show at the top dose activity change, negative = inhibition, usual class: inhibitors. 0.036% of 280,000 active. AID 2675; active means well fitted inhibition curve with a large enough effect in the signal ratio, with a control signal flat, not every such curve was filed as active; inconclusive means small, poorly fitted or top-dose-only effect, or effect the other way, or a change in a side signal; inactive means no such curve, though single readings can be large or run the other way; the % refers to the signal ratio; further: potency means the concentration at half of the fitted maximal effect; on the % scale 0 is the no-effect control and ±100 the full control effect
Target sequence (Q9NR56 whole entry, looked up): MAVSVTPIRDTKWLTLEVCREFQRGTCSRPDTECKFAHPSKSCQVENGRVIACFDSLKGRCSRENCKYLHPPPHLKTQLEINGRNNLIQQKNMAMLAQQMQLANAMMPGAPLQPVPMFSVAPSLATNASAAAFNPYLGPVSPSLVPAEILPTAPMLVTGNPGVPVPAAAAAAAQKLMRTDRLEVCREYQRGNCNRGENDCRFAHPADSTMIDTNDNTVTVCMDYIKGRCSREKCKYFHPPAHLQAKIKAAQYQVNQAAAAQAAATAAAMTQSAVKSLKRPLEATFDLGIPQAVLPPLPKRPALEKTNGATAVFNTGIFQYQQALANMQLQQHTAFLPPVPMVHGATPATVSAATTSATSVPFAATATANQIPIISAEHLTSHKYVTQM
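TR-FRET between His-tagged MBNL1 and biotin-(CUG)12 RNA, detected with Tb anti-His antibody (0.055 ng/ul) and streptavidin-XL665 (5 nM), 60 min at room temperature. Compounds titrated 92 nM to 58 uM; 665/545 nm ratio normalized to buffer and complex controls.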
S-ASM inh = blocks human secretory acid sphingomyelinase; P17405; placental ASM, HMU-PC fluorogenic substrate, 60 min; Potency, µM (series often up to 57.5 µM), without a hit: top-dose activity change, negative = inhibition, actives largely listed as inhibitors; 0.006% of 340,000 active; further: potency means the concentration at half of the fitted maximal effect
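Human placenta-derived ASM preincubated with compound 10 min at room temperature, then reacted with 9 uM (final) fluorogenic HMU-PC substrate for 60 min at 37 C. Stop solution raises pH to 10; fluorescence read at Ex 386/Em 447 nm.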
MLL CXXC-DNA inh = blocks binding of human MLL CXXC domain to DNA; Q03164; MLL-CXXC / FITC-HOXA9 DNA fluorescence polarization; Potency, µM (doses to about 115 µM), for inactives: at the top dose activity change, negative = inhibition, actives largely listed as inhibitors; 0.037% of 290,000 active; active means well fitted inhibition curve with a large enough effect in the polarisation, with a control signal flat, not every such curve was filed as active; inconclusive means small, poorly fitted or top-dose-only effect, or effect the other way, or a change in a side signal; inactive means no such curve, though single readings can be large or run the other way; the % refers to the polarisation; further: potency means the concentration at half of the fitted maximal effect
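Fluorescence polarization: 7 uM MLL-CXXC (stock) preincubated 5 min with compounds, then 50 nM fluorescein-HOX-A9 DNA (stock) added; 30 min ambient. Buffer 50 mM Tris-HCl pH 7.5, 50 mM NaCl, 1 mM DTT, 0.05% BSA.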
FBPA coupling cs = coupling enzyme interference in Giardia aldolase counter-screen. coupling enzyme system counterscreen, AmpLite Red fluorescence. activity change, negative = inhibition, % at 58.2 µM, hits read low. 0.67% of 290,000 active. AID 2472; in the data active means activity change below about -30%; further: on the % scale 0 is the no-effect control and ±100 the full control effect
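Activity here indicates interference with the coupling reaction, not aldolase inhibition. Compounds at 57.5 uM final met coupling enzymes for 10 min at RT; substrate and AmpLite Red detection followed, with a 525/598 nm fluorescence read after 20 min.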
GALK inhibitor = blocks human galactokinase activity; Purified GALK, Kinase-Glo residual ATP luminescence; 0.007% of 270,000 active; P51570; Potency, µM (top dose mostly 57.5 µM), without a hit: top-dose activity change, negative = inhibition, actives largely listed as inhibitors; further: potency means the concentration at half of the fitted maximal effect; on the % scale 0 is the no-effect control and ±100 the full control effect
Target sequence (P51570 whole entry, looked up): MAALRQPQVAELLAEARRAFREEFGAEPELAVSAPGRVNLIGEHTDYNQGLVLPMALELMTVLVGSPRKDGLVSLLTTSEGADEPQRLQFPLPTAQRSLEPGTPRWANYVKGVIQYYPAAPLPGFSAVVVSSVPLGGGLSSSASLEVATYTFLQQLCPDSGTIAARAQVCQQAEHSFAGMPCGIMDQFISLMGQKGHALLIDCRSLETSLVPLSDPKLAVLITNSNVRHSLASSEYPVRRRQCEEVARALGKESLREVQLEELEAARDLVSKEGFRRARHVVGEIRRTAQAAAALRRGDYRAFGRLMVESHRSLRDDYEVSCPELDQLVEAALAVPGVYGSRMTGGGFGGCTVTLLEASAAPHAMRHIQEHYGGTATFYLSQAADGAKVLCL
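Human GALK (5 nM) with 35 uM ATP and 100 uM galactose in 20 mM HEPES pH 8.0, 5 mM MgCl2, 60 mM NaCl, 1 mM DTT, 0.01% BSA. After 1 h at room temperature, leftover ATP was read by Kinase-Glo Plus luminescence.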
AT treatment = candidate therapy for ataxia-telangiectasia; […] A-T fibroblasts, KAP-1 phosphorylation AlphaLISA; neocarzinostatin DNA damage 30 min before lysis; Potency, µM (titrated, usually from 57.5 µM), inactives show at the highest dose activation, actives largely listed as activators; 0.19% of 320,000 active; AID 485349; further: potency means the concentration at half of the fitted maximal effect; % of control where 0% means no effect; nearly all actives have a fitted effect of over 45% in size
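ATM-like activity read as KAP-1 phosphorylation via AlphaLISA donor/acceptor antibody pairs after lysis and 6 hr at 25C. Cells were ATM-null patient fibroblasts ([…], hTERT), dosed 60 min, then exposed to the DSB inducer NCS for 30 min.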
Integrin act MD = activators of alpha7 integrin expression for muscular dystrophy; Potency, µM (titrated, usually from 38.3 µM), for the others: at the top dose activation, actives largely listed as activators; 0.064% of 350,000 active; alpha7betagal myoblasts, beta-gal FDG fluorescence, 48 h;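 further: potency means the concentration at half of the fitted maximal effect; 100% = response of the positive control SU9516; nearly all actives have a fitted effect of over 60% in size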
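Alpha7betagal+/- myoblasts (passage 13) were plated 16-24 hr, then exposed to compounds (1:260 dilution of DMSO stock) for 48 hours at 37C. After MPER lysis, β-galactosidase reporter activity was read as FDG fluorescence (ex 480/em 540) after 30 minutes.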
TRPV1 agonist = activates the human vanilloid receptor TRPV1 | TRPV1-expressing cells, Fluo-8 calcium influx, agonist mode | activation, % at 8.33 µM | 0.19% of 320,000 active; in the data active means activation above about 80%; inconclusive means between about 30% and that limit; further: 0% is about no effect
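Cells expressing TRPV1 were dye-loaded with Fluo-8 and read kinetically: 10 s baseline, 3 min after compound (agonist portion), then 2 min after EC20 capsaicin (allosteric enhancer portion). Calcium-bound dye fluorescence at 480/520 nm.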
Active calls of the source: *; ? = inconclusive; nt = no result given; [ ] = dose if it differs, or a comment. Unless noted, the call rests on the fitted dose curve; in most records, active means well fitted curve in the direction sought with a large enough effect; inconclusive means small, poorly fitted or top-dose-only effect, or another doubt; inactive means no such curve, though single readings can be large; an effect the other way counts as inactive or inconclusive.

mol	KCNH2 3.1 block	KCNH2 WT inh	MBNL1 CUG block	S-ASM inh	MLL CXXC-DNA inh	FBPA coupling cs	GALK inhibitor	AT treatment	Integrin act MD	TRPV1 agonist
COc1ccc(C(=O)Nc2cc(C)nn2-c2cccc(F)c2)cc1OC	21	-9	1%	0%	?	0	nt	-3%	-4%	0
CCOc1ccc(C(=O)Nc2cnn(Cc3ccc(Cl)c(Cl)c3)c2)cc1	-11	3	-8%	-10%	0%	0	0%	3%	10%	nt
O=C(CSc1cccc[n+]1[O-])Nc1ccc(N2CCOCC2)cc1	nt	nt	0%	nt	3%	2	11%	-3%	nt	2
CCCN(CCC)S(=O)(=O)c1cccc(C(=O)Nc2ccc3c(c2)OCO3)c1	0	0	-14%	-1%	14%	0	2%	12%	-1%	?
O=C(c1ccc(Cl)c(S(=O)(=O)N2CCCCCC2)c1)N1CCN(CCO)CC1	-10	12	-5%	-1%	6%	4	0%	5%	7%	1
COc1ccccc1C(C)NCC(=O)NCc1ccc(C)cc1 (configuration not stated)	-3	13	-6%	-4%	-3%	2	5%	10%	20%	5
Nc1nonc1-c1noc(N2CCCCC2)n1	-6	-12	-4%	2%	1%	0	5%	-8%	21%	-2
COc1ccccc1NS(=O)(=O)c1cc(NC(=O)c2sccc2C)ccc1N1CCCC1	-15	-1	16%	-2%	1%	-8	0%	-1%	-19%	-1
Cc1c(C(=O)NC(=S)Nc2ccc(N3CCOCC3)cc2)cccc1[N+](=O)[O-]	-13	-1	5%	-3%	8%	0	-4%	-1%	-11%	2
CSCCC(NC(=O)C1CCC(C)CC1)C(=O)Nc1ccc(NC(C)=O)cc1 (configuration not stated)	1	-4	-2%	-11%	6%	0	0%	-2%	-6%	-3
O=C(Cn1nnc2ccccc21)c1ccc(Cl)cc1	2	5	3%	-1%	-4%	5	2%	1%	?	29
CC(C)Cn1c(N)c(C(=O)COC(=O)c2cnccn2)c(=O)n(C)c1=O	-1	-2	nt	0%	nt	nt	nt	-2%	-9%	-2
CN1CCN(c2oc(-c3ccccc3Cl)nc2S(=O)(=O)c2ccccc2)CC1	-15	16	-3%	nt	3%	nt	-2%	-2%	9%	18
CCN(CC)C(=O)CSCC(=O)Nc1ccccc1	4	0	-11%	5%	-1%	2	6%	-11%	17%	12
CC(C)(C)NC(=O)C(=O)NCc1ccccn1	10	1	0%	3%	0%	1	1%	-1%	1%	0
Cc1cc(SCC(=O)N/N=C/c2ccc(O)c(O)c2)c(C)cc1Br	1	-5	2%	-6%	-1%	1	0%	-5%	-20%	?
C=C1SC(=Nc2c(C)cc(C)cc2C)N(C(=O)c2sc3ccccc3c2Cl)C12CCCCC2	0	6	-8%	-1%	?	2	2%	4%	-15%	4
CCC(C)(C(=O)NC1CCCCC1)N(C(=O)Cc1cccs1)c1ccccc1 (configuration not stated)	9	23	-12%	6%	-4%	1	-2%	10%	-10%	10
O=C(c1ccc2c(=O)n(Cc3ccc4c(c3)OCO4)c(=O)[nH]c2c1)N1CCN(c2ccccc2)CC1	13	7	-3%	0%	-8%	nt	0%	21%	20%	2
CC(=O)c1c(C(C)=O)c(C)n(C2CCCCC2)c1C	3	-2	-13%	-1%	2%	1	-1%	-5%	-16%	0

As entered above.
Cc1cc(SCC(=O)N/N=C/c2ccc(O)c(O)c2)c(C)cc1Br | KCNH2 3.1 block = 1
C=C1SC(=Nc2c(C)cc(C)cc2C)N(C(=O)c2sc3ccccc3c2Cl)C12CCCCC2 | GALK inhibitor = 2%
CC(C)(C)NC(=O)C(=O)NCc1ccccn1 | AT treatment = -1%

(more compounds)
mol	KCNH2 3.1 block	KCNH2 WT inh	MBNL1 CUG block	S-ASM inh	MLL CXXC-DNA inh	FBPA coupling cs	GALK inhibitor	AT treatment	Integrin act MD	TRPV1 agonist
CCOC(=O)c1[nH]c2ccc(F)cc2c1NC(=O)CCN1CCOCC1	-1	-1	-1%[11.5 µM]	8%	-6%	3	nt	1%	-15%	-4
COC(=O)C1=CN(C)C=C(C(=O)OC)C1c1ccc(O)c(OC)c1	10	8	5%	111%[activator]	-12%	-1	0%	5%	12%	1
O=c1[nH]cnc2c1C(c1ccc(Cl)cc1)c1c(nc[nH]c1=O)O2	-1	-9	-16%	4%	-2%	-1	-1%	-3%	14%	-5
COc1ccc(S(=O)(=O)N2CCN(C(=O)c3cccnc3)CC2)cc1OC	-5	-7	-1%	3%	-7%	0	-4%	-4%	7%	-1
Cc1c(Cl)ccc2sc(NC(=O)c3ccco3)nc12	-7	-9	4%	-9%	nt	-4	nt	?	-3%	90*
O=C1c2ccccc2NC(c2ccccc2)N1NS(=O)(=O)c1ccccc1 (configuration not stated)	9	6	-8%	2%	7%	0	1%	6%	3%	-2
CCOC(=O)c1cc(C)nc(S(C)(=O)=O)c1C#N	21	0	12%	34%[activator]	?	1	2%	-3%	-5%	-1
COc1ccc(C2CC(c3cccs3)=NN2C(=O)CSc2nncn2C)cc1OC (configuration not stated)	-10	14	13%	-4%	1%	4	8%	-9%	-13%	4
CN(C(=O)c1cccc(NC(=O)Cc2ccc(NC(=O)C3CCCN(C(=O)C4CCC4)C3)cc2)c1)C1CC1 (configuration not stated)	5	-3	nt	8%	nt	nt	nt	nt	23%	nt
Cc1ccccc1OCC(=O)Nc1ccc(S(=O)(=O)Nc2onc(C)c2C)cc1	8	1	3%	3%	5%	16	-1%	-2%	-13%	7

Of the compounds above, 2 have fluorine:
mol	KCNH2 3.1 block	KCNH2 WT inh	MBNL1 CUG block	S-ASM inh	MLL CXXC-DNA inh	FBPA coupling cs	GALK inhibitor	AT treatment	Integrin act MD	TRPV1 agonist
COc1ccc(C(=O)Nc2cc(C)nn2-c2cccc(F)c2)cc1OC	21	-9	1%	0%	?	0	nt	-3%	-4%	0
CCOC(=O)c1[nH]c2ccc(F)cc2c1NC(=O)CCN1CCOCC1	-1	-1	-1%[11.5 µM]	8%	-6%	3	nt	1%	-15%	-4

Single records, as listed above. Values in the order: KCNH2 3.1 block | KCNH2 WT inh | MBNL1 CUG block | S-ASM inh | MLL CXXC-DNA inh | FBPA coupling cs | GALK inhibitor | AT treatment | Integrin act MD | TRPV1 agonist
Results for COc1ccc(S(=O)(=O)N2CCN(C(=O)c3cccnc3)CC2)cc1OC = -5 | -7 | -1% | 3% | -7% | 0 | -4% | -4% | 7% | -1
Results for Cc1c(Cl)ccc2sc(NC(=O)c3ccco3)nc12 = -7 | -9 | 4% | -9% | nt | -4 | nt | ? | -3% | 90*

Continuation.
mol	KCNH2 3.1 block	KCNH2 WT inh	MBNL1 CUG block	S-ASM inh	MLL CXXC-DNA inh	FBPA coupling cs	GALK inhibitor	AT treatment	Integrin act MD	TRPV1 agonist
Cn1ccnc1/C(=N\NC(=O)c1ccc(O)cc1)c1cccc([N+](=O)[O-])c1	-27	2	?	-2%	2%	8	11%	-3%	-26%	-4
Cc1nn(C(C)C(=O)NCC2CCCO2)c(C)c1[N+](=O)[O-] (configuration not stated)	0	8	3%	0%	8%	-1	-3%	5%	0%	2
COC(=O)C1C(=O)C2=C(CC1C)NC(C)=C(C(=O)OC1CCCCC1)C2c1ccc(N(C)C)cc1 (configuration not stated)	-3	-7	11%	56%[activator]	1%	-5	-3%	-4%	-10%	9
N=c1c2c3c(sc2nc2n1CCCCC2)CCCCC3	2	-6	6%	0%	-1%	-1	2%	6%	-38%	16
CCn1c(SCC(N)=O)nc2ccccc2c1=O	-15	-3	5%	1%	-13%	0	2%	-11%	-6%	2
CC/C(=N\Nc1ccccc1[N+](=O)[O-])c1ccc(O)cc1	11	14	?	-24%	1%	0	2%	5%	0%	1
CC(C)Cn1c(CCC(=O)O)ccc1-c1cccs1	-3	-4	3%	167%[activator]	6%	11	1%	-8%	9%	2
CCCCOC(=S)NC(=O)c1sc2ccccc2c1Cl	-6	-9	12%	-4%	-5%	6	2%	2%	2%	12
CCOC(=O)NC(=O)CSc1nc2ccc([N+](=O)[O-])cc2[nH]1	-1	2	?	-6%	2%	-3	-3%	0%	7%	2
CN1CCc2c(sc(NC(=O)c3ccco3)c2C(N)=O)C1	-12	-11	-4%	-2%	0%	0	2%	7%	2%	2
Cc1ccc(C(=O)C(C(=O)/C=C/c2ccccc2)=C2SCCCS2)cc1	2	-5	16%	-12%	-14%	0	-5%	0%	-48%[inhibitor]	2
N#CCS(=O)(=O)c1ccccc1	9	9	-7%	-4%	-7%	0	nt	9%	5%	17
O=C(CN1N=C(c2ccc(Cl)cc2)CCC1=O)NCc1cccnc1	3	12	-8%	5%	15%	0	0%	0%	-4%	?
